Assay outcomes (PubChem BioAssay)
SW480 rereplic: A quantitative high throughput screen for small molecules that induce DNA re-replication in SW480 colon adenocarcinoma cells. Potency, µM (top dose mostly 46.1 µM), for the others: at the highest dose re-replication activation, most hits filed as activators. hit rate 1.8% among 340,000. SW480 DNA re-replication, Hoechst DNA content imaging, 48 h; also: potency is read from the fitted curve at half-maximal effect; % of control where 0% means no effect; nearly all actives have a fitted effect of over 55% in size
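Cells (250 per well) received 23 nL compound or DMSO by pin tool and were kept 48 hr at 37 C, 5% CO2. Nuclei were then stained with Hoechst for 40 min and scanned for DNA content.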
KB-3-1 tox: qHTS assay for MDR1-selective chemotherapeutics: Primary screen using the parental adenocarcinoma cell KB-3-1; Potency, µM (highest dose often 46.1 µM), for inactives: at the top dose activity change, negative = cytotoxic, most hits filed as cytotoxic; AID 1347075, 2019; KB-3-1 viability, CellTiter-Glo ATP luminescence, 72 h; hit rate 1.4% among 400,000; also: potency is read from the fitted curve at half-maximal effect; % is scaled to controls: 0 for no effect and ±100 for the full control effect; nearly all actives have a fitted effect of over 60% in size
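72 h, 37 °C compound treatment of KB-3-1 parental cells; CellTiter-Glo added, 10 min, luminescence read. Data corrected against DMSO-only plates and normalized before curve fitting.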
KB-V1 MDR tox: qHTS assay for MDR1-selective chemotherapeutics: Primary screen using the drug-selected MDR subline cells KB-V1 | KB-V1 MDR cells viability, CellTiter-Glo, 72 h | Potency, µM (series often up to 46.1 µM), without a hit: at the highest dose activity change, negative = cytotoxicity, actives largely listed as cytotoxic | hit rate 3.4% among 400,000 | AID 1347076, 2019; also: potency is read from the fitted curve at half-maximal effect; % is scaled to controls: 0 for no effect and ±100 for the full control effect; nearly all actives have a fitted effect of over 60% in size
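Following 72 h at 37 degrees C with compound, KB-V1 cell viability was read by CellTiter-Glo luminescence, medium being phenol-red-free DMEM plus 10% FBS; concentration-response parameters came from normalized, curve-fitted qHTS data.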
HT1080NT lethal: qHTS for induction of synthetic lethality in tumor cells producing 2HG: qHTS for the HT-1080-NT fibrosarcoma cell line | HT-1080-NT fibrosarcoma viability, CellTiter-Glo ATP luminescence, 48 h | Potency, µM (series often up to 46.1 µM), for inactives: top-dose activity, negative = less viability, actives largely listed as cytotoxic | hit rate 1.6% among 360,000;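 also: NT is the 2HG producing partner of a matched IDH1 knockdown line; potency is read from the fitted curve at half-maximal effect; 0% = DMSO-treated cells and -100% = media-only wells without cells; nearly all actives have a fitted effect of over 55% in size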
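A 48-hour cytotoxicity screen used HT-1080-NT cells plated 2 hours before compound delivery. ATP-based CellTiter-Glo luminescence measured viability, normalized to DMSO and no-cell controls.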
D3 antag: qHTS of D3 Dopamine Receptor Antagonist: qHTS. max response, negative = inhibition, %. D3R cells, DiscoveRx beta-arrestin luminescence, antagonist mode; active compounds read low. D(3) dopamine receptor (Homo sapiens), P35462. hit rate 2.5% among 360,000. AID 652054, 2013; in the data active = max response below about -50%; inconclusive = no clear call, values can overlap the other calls; also: % is scaled to controls: 0 for no effect and ±100 for the full control effect; mostly tested at two doses, the higher about 12 µM
Target sequence (P35462 whole entry, looked up): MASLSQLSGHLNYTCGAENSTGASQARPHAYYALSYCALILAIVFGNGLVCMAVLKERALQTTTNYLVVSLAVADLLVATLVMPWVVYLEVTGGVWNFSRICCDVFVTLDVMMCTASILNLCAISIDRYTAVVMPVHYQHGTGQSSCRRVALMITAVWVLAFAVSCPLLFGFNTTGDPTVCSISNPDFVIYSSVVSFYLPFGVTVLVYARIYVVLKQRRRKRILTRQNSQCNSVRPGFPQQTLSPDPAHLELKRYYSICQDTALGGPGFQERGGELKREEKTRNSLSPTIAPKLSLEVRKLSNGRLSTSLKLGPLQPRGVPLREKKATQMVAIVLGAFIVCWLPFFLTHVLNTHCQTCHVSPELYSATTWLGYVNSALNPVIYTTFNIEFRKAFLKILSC
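Cells plated overnight at 1500 cells/well, then exposed to library compounds with dopamine controls for 90 minutes at 37 degrees C. DiscoveRx reagent added for 30–60 minutes at room temperature; luminescence read, quantitative HTS format.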
IL-1B inflam inh: qHTS for Inhibitors of Inflammasome Signaling: IL-1-beta AlphaLISA Primary Screen | hit rate 4.7% among 360,000 | AID 743279, 2014 | THP-1 LPS/ATP IL-1B secretion, AlphaLISA, 16 h; active compounds read low | activity change, % at 57.5 µM; in the data active = activity change below about -50%; inconclusive = mostly about -30% to -49%; also: % is scaled to controls: 0 for no effect and ±100 for the full control effect
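THP-1 cells pretreated 1 hr with compounds (up to 57.5 uM final), then stimulated with LPS (250 ng/mL final) plus ATP (1.25 mM final); secreted IL-1B measured by AlphaLISA after 16 hr, decreased signal indicating inhibition.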
HT1080 IDH1KD tx: qHTS for induction of synthetic lethality in tumor cells producing 2HG: qHTS for the HT-1080-IDH1KD cell line | hit rate 2% among 360,000 | Potency, µM (doses to about 46.1 µM), for inactives: at the highest dose activity, negative = toxicity, hits mostly cytotoxic | HT-1080 IDH1 knockdown viability, ATP luminescence, 48 h;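 also: potency is read from the fitted curve at half-maximal effect; 0% = DMSO wells and -100% = cell-free medium wells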
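Cytotoxicity counter-line: IDH1KD HT-1080, 48 h, CellTiter-Glo. Curves classed by r2, magnitude and activity.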
D3 ag: qHTS of D3 Dopamine Receptor Agonist: qHTS; max activation, %; hit rate 0.58% among 410,000; D3R DiscoveRx beta-arrestin cells, luminescence, 90 min; AID 652048, 2013; D(3) dopamine receptor (Homo sapiens), P35462; in the data active = max activation above about 30%; also: 0% is about no effect; mostly tested at two doses, the higher about 12 µM
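Agonist-mode cell screen: cells plated at 1500/well and incubated overnight at 37 °C, then exposed to library compounds for 90 min at 37 °C. Detection reagent was added for 30–60 min at room temperature, and luminescence was read.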
GLP-1R agonist: qHTS of GLP-1 Receptor Agonists; Glucagon-like peptide 1 receptor (Homo sapiens), P43220; HEK293 GLP-1R CRE-luciferase, luminescence, 4-6 h; cells express a hypersensitive GLP-1R form; Potency, µM (series often up to 45.6 µM), without a hit: at the top dose activation, actives largely listed as activators; hit rate 0.007% among 380,000; AID 624172, 2012; also: potency is read from the fitted curve at half-maximal effect; % of control where 0% means no effect
* marks the source's active call; other numbers are inactive results; i = inactive; ? = inconclusive; . = not tested or not shown; [ ] = dose if it differs, or a comment. Unless noted, calls follow the shape of the dose curve; as a rule, active = well fitted curve in the direction sought with a large enough effect; inconclusive = small, poorly fitted or top-dose-only effect, or another doubt; inactive = no such curve, though single readings can be large; an effect the other way counts as inactive or inconclusive.

SMILES	SW480 rereplic	KB-3-1 tox	KB-V1 MDR tox	HT1080NT lethal	D3 antag	IL-1B inflam inh	HT1080 IDH1KD tx	D3 ag	GLP-1R agonist
COc1ccc(CC(=O)Nc2ccc(F)c(Cl)c2)cc1S(=O)(=O)N1CCOCC1	1%	1%	2%	0%	0	23	-1%	-2	0%
Cn1ncc(N)c1C(=O)Nc1cccc(C(F)(F)F)c1	-4%	0%	0%	2%	-12	0	0%	-6	-1%
CC1CCN(S(=O)(=O)c2cccc(C(=O)NC3CCCC3)c2)CC1	1%	-26%	?	0%	-6	3	-10%	-1	6%
CCCCN(C=O)c1c(CC)nc2c(OCc3ccc(C(F)(F)F)cc3)cccn12	.	0%	-17%	?	11	-65*	?	-2	14%
COc1ccc(C(=O)OC2CCN(C)CC2)cc1	1%	6%	0%	10%	16	17	-3%[9.24 µM]	-14	-7%
CC1=CC(C)(C)n2c(O)c(C3=NC(=S)NC3=O)c3cc(OC(=O)c4cccc5ccccc45)cc1c32	-40%[inhibitor]	?	?	0%	-58*	-4	?	-16	-1%
CC1CCCN(C(=O)CSc2nc3ccccc3o2)C1 (stereo not drawn)	3%	-10%	?	-1%	-17	-15	-2%	-5	4%
C/C(=N/NS(=O)(=O)c1ccc(C(C)C)cc1)c1ccncc1	6%	6%	27%	8%	-8	9	2%	5	-6%
CCN(CCn1cccn1)C(=O)c1cc(COc2c(F)cccc2F)on1	-2%	11%	-19%	0%	6	1	10%	4	17%
O=C1c2ccccc2C(c2nnnn2Cc2ccccc2)N1Cc1cccnc1 (stereo not drawn)	.	-4%	?	14%	0	28	9%	6	5%
Cc1ccc([N+](=O)[O-])cc1NC(=O)CN(C1CCCCC1)S(=O)(=O)c1ccc(Cl)cc1	16%	-5%	-13%	0%	-7	9	0%	-19	-23%
Nc1ccc(C(=O)N/N=C/c2cn(Cc3ccccc3)c3ccccc23)cc1	-3%	?	29µM*	-17%	?	i	?	-3	6%
CC1(c2nnc(-c3cccc(Cl)c3)o2)CC(c2ccccc2)=NO1 (stereo not drawn)	5%	4%	-4%	1%	8	-1	4%	-3	3%
O=C1C(=O)c2ccccc2C(O)=C1c1cccc([N+](=O)[O-])c1	23µM*	?	?	-22%	?	.	?	-14	2%
COc1cc(C=O)ccc1OCCOCCOc1cc(C)ccc1Cl	-1%	0%	?	-16%	-3	-2	-12%	7	33%
CCn1c2ccccc2c2cc(/C=N/NC(=O)c3ccc(O)cc3)ccc21	?	?	21µM*	?	24	-14	?	8	0%
COc1ccc([C@H]2C[C@H](O)[C@@H](n3cc(COC(=O)c4ccccc4)nn3)CN2Cc2cccs2)cc1	.	1%	?	0%	-7	-7	1%	-2	13%
CN(CCC#N)C(=S)NC(=O)c1ccc(S(=O)(=O)N2CCOCC2)cc1	-6%	2%	3%	9%	-10	-12	9%	4	1%
Cc1cccc(C(=O)NC(C)c2ccc(-n3ccnc3)cc2)c1C (stereo not drawn)	4%	-8%	-9%	-7%	16	16	1%	1	-2%
CCCc1cc(C(=O)N2CCCC(N3CCN(c4ccccc4C)CC3)C2)n(C)n1 (stereo not drawn)	1%	-5%	-12%	-3%	-9	10	-1%	-4	5%

By substructure: those above containing a halogen (7)
SMILES	SW480 rereplic	KB-3-1 tox	KB-V1 MDR tox	HT1080NT lethal	D3 antag	IL-1B inflam inh	HT1080 IDH1KD tx	D3 ag	GLP-1R agonist
COc1ccc(CC(=O)Nc2ccc(F)c(Cl)c2)cc1S(=O)(=O)N1CCOCC1	1%	1%	2%	0%	0	23	-1%	-2	0%
Cn1ncc(N)c1C(=O)Nc1cccc(C(F)(F)F)c1	-4%	0%	0%	2%	-12	0	0%	-6	-1%
CCCCN(C=O)c1c(CC)nc2c(OCc3ccc(C(F)(F)F)cc3)cccn12	.	0%	-17%	?	11	-65*	?	-2	14%
CCN(CCn1cccn1)C(=O)c1cc(COc2c(F)cccc2F)on1	-2%	11%	-19%	0%	6	1	10%	4	17%
Cc1ccc([N+](=O)[O-])cc1NC(=O)CN(C1CCCCC1)S(=O)(=O)c1ccc(Cl)cc1	16%	-5%	-13%	0%	-7	9	0%	-19	-23%
CC1(c2nnc(-c3cccc(Cl)c3)o2)CC(c2ccccc2)=NO1 (stereo not drawn)	5%	4%	-4%	1%	8	-1	4%	-3	3%
COc1cc(C=O)ccc1OCCOCCOc1cc(C)ccc1Cl	-1%	0%	?	-16%	-3	-2	-12%	7	33%

The order is random. About 12% of those tested had a hit in this group.
